Bioassay records (PubChem BioAssay)
Imprint erasure – qHTS Assay for Compounds that Induce Erasure of Genomic Imprints. mouse ES Peg3-LacZ reporter, beta-gal luminescence, 40 h. Potency, µM (titrated, usually from 60.7 µM), for inactives: at the top dose activity change, positive = activation, usual class: activators. actives 0.02% (n = 110,000). AID 1948, 2009;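 note: 0% = negative control wells on the plate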
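Readout: BetaGlo luminescence (5 min, room temp) for LacZ from the normally silent maternal Peg3 allele in female Peg3LacZ-Neo ES cells. Cells 300/well, 40 h, 37C, 5% CO2. Data normalized per plate to negative controls.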
p53ts 32C tox – qHTS Screen for Compounds that Selectively Target Cancer Cells with p53 Mutations: Cytotoxicity of p53ts Cells at the Permissive Temperature | Potency, µM (series often up to 46.1 µM), inactives show at the top dose activity change, negative = cytotoxicity, hits mostly cytotoxic | H1299-p53A138V at 32C, ATP luminescence viability, 24 h | AID 924, 2007 | actives 0.93% (n = 130,000);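 note: 0% = DMSO and -100% = full killing by reference compound; nearly all actives have a fitted effect of over 55% in size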
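Viability by ATPlite luminescence after 24 h compound treatment (up to 46 uM) at the permissive 32C. Cells are H1299 carrying p53 A138V. Scale runs from DMSO basal to 100 uM tamoxifen as full kill; AC50 from Hill fits.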
IkB signaling – IkB Signaling; ABC-DLBCL IkBa-CBG/CBR dual luciferase ratio, 4 h; response scale: scaled: untreated 0%, proteasome inhibitor 100%; Potency, µM (series often up to 57.1 µM), for the others: top-dose IkBa stabilization activation; actives 0.04% (n = 110,000); AID 445, 2006; active = well fitted curve in the direction sought with a large enough effect in the signal ratio, not every such curve was filed as active; inconclusive = small, poorly fitted or top-dose-only effect, or a change in a side signal; the % refers to the signal ratio;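 note: the direction sought is a rising ratio; 0% = basal untreated cells and 100% = reference inhibitor full response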
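Curves were fitted separately to fusion (green), unfused (red) and ratio luminescence, then classed by r2, magnitude and activity. Cells: OCI-Ly3, 4 h compound plus doxycycline at 37C; 10 uM MG-132 defined full response.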
p53ts 39C kill – qHTS Screen for Compounds that Selectively Target Cancer Cells with p53 Mutations: Cytotoxicity of p53ts Cells at the Nonpermissive Temperature | H1299-p53A138V viability at 39C, ATP luminescence, 24 h | Potency, µM (highest dose often 46.1 µM), for the others: at the top dose activity change, negative = cell killing, most hits filed as cytotoxic | actives 1.5% (n = 130,000) | AID 902, 2007; note: nearly all actives have a fitted effect of over 55% in size
The depositor's hits bear a star; ? = inconclusive; · = not tested or not shown; [ ] = dose if it differs, or a comment. Unless noted, calls come from the whole dose curve; as a rule, active = well fitted curve in the direction sought with a large enough effect; inconclusive = small, poorly fitted or top-dose-only effect, or another doubt; inactive = no such curve, though single readings can be large; an effect the other way counts as inactive or inconclusive. Unless noted, % is set by controls: 0 for no effect and ±100 for the full control effect; potency is the fitted concentration of half-maximal effect.

| molecule | Imprint erasure | p53ts 32C tox | IkB signaling | p53ts 39C kill |
| --- | --- | --- | --- | --- |
| Cc1ccccc1CN1CCN(CC(=O)NCc2ccccc2Cl)C1=O | -14%[10.9 µM] | 8% | ? | -27% |
| CCOC(=O)c1[nH]c(C)c(CCC(=O)Nc2cc(C)ccc2OC)c1C | 26%[10.9 µM] | 5% | -1.2% | -12% |
| CC(C)CC(=O)N1CC(=O)Nc2ccc(F)cc2C1c1ccccc1 (configuration not stated) | 2%[10.9 µM] | 15% | 1.2% | 26% |
| O=C(CSc1nnc2scc(-c3ccc(Cl)cc3)n12)NCc1ccco1 | -11% | 11% | 0.8% | 9% |
| COc1ccc(S(=O)(=O)c2nnn(-c3ccccc3F)c2C)cc1 | 7%[10.9 µM] | -2% | 0.4% | -2% |
| O=C(Nc1cc(C(F)(F)F)ccc1N1CCOCC1)c1c(F)c(F)c(F)c(F)c1F | -7% | 3% | -2.1% | 15% |
| CC1(C)CC(=O)CC(=Nc2ccc3[nH]c(=O)[nH]c3c2)C1 | 3% | -6% | 3.4% | -1% |
| CCc1cccc(NC(=O)Cn2c(=O)n(CC3CCC(C(=O)NCCc4ccccc4)CC3)c(=O)c3ccccc32)c1 (configuration not stated) | -17%[10.9 µM] | -3% | -0.6% | -28% |
| COC(=O)[C@@]1(Cc2ccc(F)cc2)[C@@H]2C(=CC(=O)[C@H]2CC(=O)C(=O)N(C)C)CN1C(=O)c1ccccc1 | -28% | 88%[activator] | · | 104%[activator] |
| CC(C)=NO[C@@H](C)c1cc(-c2c(C)cc(C)cc2C)no1 | · | -2%[9.22 µM] | · | 12%[9.22 µM] |
| Cn1cc(C(=O)NCCc2ccccc2)c(=O)c2cc(S(=O)(=O)N3CCCCCC3)ccc21 | -8%[10.9 µM] | -3% | 2.8% | 1% |
| O=C(CCn1cccc1)Nc1cccc(F)c1 | · | -1% | · | -9% |
| O=C(c1ccccn1)N(Cc1cc2ccccc2[nH]c1=O)C1CCCCC1 | -13% | 1% | 1.4% | 4% |
| Cc1ccc(NC(=O)Cn2cc(S(=O)(=O)NC(C)C)c(S(=O)(=O)NC(C)C)c2)cc1Cl | -7%[10.9 µM] | 0% | ? | ? |
| O=C(Nc1ccccc1)C1CC2CCCC(C1)C2=O (configuration not stated) | -4% | 14% | 0.2% | 3% |
| CC1Cc2nc(SCC(=O)NCCc3ccccc3)n(C)c(=O)c2S1 (configuration not stated) | -13% | 11% | -0.5% | -13% |
| COC(=O)c1ccccc1NC(=O)COC(=O)c1ccco1 | 14% | -4% | 0.6% | -4% |
| CC(=O)Nc1ccc(S(=O)(=O)N2CCN(C3CCCCCCC3)CC2)cc1 | · | -9% | 7.5% | -12% |
| CCN1C(=O)c2ccccc2Sc2ccc(NC(=O)Nc3ccccc3OC)cc21 | -9%[10.9 µM] | -1% | ? | -18% |
| COC(=O)c1ccc(OCC2c3cc(OC)c(OC)cc3CCN2C(=O)Cc2ccc(OC)c(OC)c2)cc1 (configuration not stated) | -10%[10.9 µM] | 3% | -2.9% | -17% |
| COc1ccc(Cn2c(CCC(=O)Nc3ccc(OC)c(Cl)c3)nc3cccnc32)cc1 | -18%[10.9 µM] | -5% | -0.8% | -27% |
| Cc1cccc(CCNC(=O)c2ccc3c(c2)nc2n3CCOC2)c1 | -3%[10.9 µM] | ? | -1.2% | 13µM* |
| CCc1cccc(NC(=O)Cn2nc(-c3cc(C)ccc3C)ccc2=O)c1 | -5%[10.9 µM] | 5% | ? | ? |
| CCN(CC)C(=O)CSc1ncnc2c1cnn2Cc1ccccc1 | -43%[inhibitor] | -3% | 5.6% | 8% |
| CC(C)CC1(C(=O)NCC2CC2)C=CCN1C(=O)c1ccccc1 (configuration not stated) | -21% | -9% | · | -11% |
| CCC(C)c1ccc(NC(=O)C2CCN(c3ccc(C(F)(F)F)cn3)CC2)cc1 (configuration not stated) | · | ? | · | ? |
| O=C(NC1CCCC1)C(c1ccccc1)N(C(=O)c1ccno1)c1ccccc1 (configuration not stated) | · | 6% | · | 10% |
| COCn1c(COc2ccc3ccccc3c2)nc2ccccc21 | · | ? | · | -26% |
| Cc1cccc(-c2nc(CS(=O)CC(=O)NC3CCCC3)c(C)o2)c1 (configuration not stated) | -13% | -7% | -0.9% | -2% |
| O=C(CN(Cc1ccccc1F)C(=O)Cn1nnc(-c2cccs2)n1)NCC1CCCO1 (configuration not stated) | -4% | 4% | -0.1% | 13% |

A second format for part of the listing above:
> CC(C)CC1(C(=O)NCC2CC2)C=CCN1C(=O)c1ccccc1 (configuration not stated)
  Imprint erasure = -21%
  p53ts 32C tox = -9%
  IkB signaling = ·
  p53ts 39C kill = -11%

> CCC(C)c1ccc(NC(=O)C2CCN(c3ccc(C(F)(F)F)cn3)CC2)cc1 (configuration not stated)
  Imprint erasure = ·
  p53ts 32C tox = ?
  IkB signaling = ·
  p53ts 39C kill = ?

Returning to the listing, starting 4 compounds before the break.
| molecule | Imprint erasure | p53ts 32C tox | IkB signaling | p53ts 39C kill |
| --- | --- | --- | --- | --- |
| O=C(NC1CCCC1)C(c1ccccc1)N(C(=O)c1ccno1)c1ccccc1 (configuration not stated) | · | 6% | · | 10% |
| COCn1c(COc2ccc3ccccc3c2)nc2ccccc21 | · | ? | · | -26% |
| Cc1cccc(-c2nc(CS(=O)CC(=O)NC3CCCC3)c(C)o2)c1 (configuration not stated) | -13% | -7% | -0.9% | -2% |
| O=C(CN(Cc1ccccc1F)C(=O)Cn1nnc(-c2cccs2)n1)NCC1CCCO1 (configuration not stated) | -4% | 4% | -0.1% | 13% |
| CCOC(=O)c1ccc(NC(=O)c2cccc3c(=O)c4c([nH]c23)CCCC4)cc1 | -11%[10.9 µM] | 3% | -2.0% | 7% |
| COc1cccc(C(=O)Nc2cccc(SC)c2)c1 | -65%[inhibitor] | ? | 9.2% | -26% |
| CC(C)C(c1nnnn1C1CCCCC1)N1CCN(c2ncccn2)CC1 (configuration not stated) | -1% | 4% | -0.2% | 4% |
| Cc1ccc(-c2nnn(CC(=O)Nc3ccccc3-c3ccccc3)n2)c(-n2cnnn2)c1 | 9% | 4% | -0.8% | -4% |
| O=C(Nc1ccccn1)c1ccc2ccccc2n1 | -83%[inhibitor] | 16µM* | ? | 16µM* |
| COc1ccc(OCCn2cc(C(=O)C3CCCCC3)c3ccccc32)cc1 | -6%[10.9 µM] | -2% | ? | -15% |
| N#Cc1cc(C(=O)c2ccccc2OCC(=O)Nc2ccccc2)cn(C2CCCCC2)c1=O | · | -2% | · | 2% |
| O=C(Cn1cnc2c(cnn2-c2ccccc2)c1=O)NCCc1ccccc1 | -3% | 0% | 0.3% | -1% |
| O=c1cc(-c2ccccc2)nc(N2CCCCC2)[nH]1 | -12% | 7% | -2.1% | -5% |
| Cn1cnc(S(=O)(=O)N2CCCC(C(=O)NCc3ccc(Cl)cc3)C2)c1 (configuration not stated) | -11%[10.9 µM] | -3% | -0.7% | -20% |
| Cc1cc(=O)[nH]c(SCC(=O)N2CCN(c3ccccc3)CC2)n1 | -13%[10.9 µM] | -3% | -0.4% | 14% |
| Cc1ccc(CNC(=O)c2sc3nc(-c4ccc(F)cc4)ccc3c2N)cc1 | -4%[10.9 µM] | -13% | -2.2% | ? |
| CCOc1ccc(N2C(=O)N(Cc3ccc(C)cc3C)c3ccccc3S2(=O)=O)cc1 | ? | 14% | 0.5% | -7% |
| CC(=O)N(CCN(C(C)=O)c1ccccc1)c1ccccc1 | -8% | -6% | 0.3% | 3% |
| Clc1ccccc1-c1nnc2sc(-c3ccc(Br)o3)nn12 | -2% | 10% | -1.0% | 6% |
| CCCC(=O)OC1=CN(Cc2ccccc2)S(=O)(=O)c2ccccc21 | 2%[10.9 µM] | 4% | -0.3% | -4% |
| COCCn1c(COc2cccc(OC)c2)nnc1SCC(=O)N1CCOCC1 | -2% | 3% | -0.7% | 9% |
| CCc1ccccc1N(C)C(=O)Cn1cnc2sc(C)c(S(=O)(=O)N3CCC(C)CC3)c2c1=O | -10%[10.9 µM] | -5% | -2.8% | 8% |
| Cc1nc(SCC(=O)N2CCCc3ccccc32)c2oc3ccccc3c2n1 | 3% | 4% | -0.7% | -5% |
| O=C(CCn1c(=O)[nH]c2ccccc2c1=O)Nc1ccccc1 | -1% | -2% | -0.6% | -1% |
| COc1ccccc1NC(=O)N1CCN(c2cccc(C(F)(F)F)c2)CC1 | -15% | 53%[activator] | 4.4% | 9% |
| CC(=O)c1c(C)nn(CC(O)Cn2c3c(c4cc(C)ccc42)CCCC3=O)c1C (configuration not stated) | -4% | -3% | 2.8% | -3% |
| COc1ccc(C2(O)CCN(C(=O)Cc3cccnc3)CC2)cc1 | -3% | 1% | -0.3% | -9% |
| COc1cccc(/C=C/C2=CC3(C)CC2(C)C(c2cccc(OC)c2)CC3=O)c1 (configuration not stated) | · | -1%[9.22 µM] | · | -1%[9.22 µM] |
| Cc1ccc(OCC(O)CN2CCN(CC(O)COc3ccc(C)cc3)CC2)cc1 (configuration not stated) | -5% | -8% | 0.0% | -6% |
| Cc1ccc(F)cc1NC(=O)c1ccc(Cn2nc(N3CCN(c4ccccc4)CC3)ccc2=O)o1 | -17%[10.9 µM] | 25% | ? | 20% |
| Cc1ccc(-c2nnn(CC(=O)N(Cc3ccccc3F)C(C(=O)NC3CCCC3)c3ccncc3)n2)o1 (configuration not stated) | · | 7% | · | 0% |
| CC(C)OP(=O)(c1ccc(N(C)C)cc1)C(O)c1c(Cl)cccc1Cl (configuration not stated) | -5% | -1% | -0.8% | 0% |
| Cc1ccc(/C=C/c2onc(C)c2S(=O)(=O)N2CCC(C(=O)NCc3ccco3)CC2)cc1 | -19%[10.9 µM] | -12% | -0.1% | 4% |
| Cc1ccc(NC(=O)NC(=O)CSc2nnnn2C)c(C)c1 | -13% | -1% | 0.4% | -5% |
| COc1ccccc1CNc1nc(-c2ccco2)nn1S(=O)(=O)c1ccc(Cl)cc1 | 5%[10.9 µM] | -3% | -0.2% | -3% |
| Cc1nn(-c2ccc(N3CCCC3)nn2)c(C)c1CCC(=O)N1CCN(c2ccccc2F)CC1 | -1%[10.9 µM] | -9% | -0.4% | -25% |
| O=S(=O)(c1cccs1)n1cnc2ccccc21 | · | 3% | · | -2% |
| c1ccc2c(c1)Cn1nc(Cc3nc4c(s3)CCCC4)nc1-2 | -26% | -24% | -0.2% | -25% |
| Brc1ccc2c(c1)c1nc3ccccc3nc1n2CCN1CCOCC1 | -16% | 2% | 14% | -10% |
| CCc1nn(CC(=O)NC(C)C)c(=O)c2cc3cc(F)ccc3n12 | -4%[10.9 µM] | 9% | -0.8% | -13% |
| COc1ccccc1CNC(=O)Cn1c(=O)ccc2cc(S(=O)(=O)N3CCC(C)CC3)ccc21 | -10%[10.9 µM] | 1% | ? | ? |
| COc1cc2c(cc1OC)CN(C(=O)Cc1ccc(OC)c(S(=O)(=O)N3CCOCC3)c1)CC2 | -4% | 1% | -0.1% | 4% |
| Oc1ccc2c(c1)OCO2 | 10% | 5%[1.84 µM] | 4.1% | -6% |
| COc1ccc(NC(=O)CC2C(=O)N(c3cccc(OC)c3)C(=O)N2Cc2ccc3c(c2)OCO3)cc1 (configuration not stated) | -6%[10.9 µM] | 1% | ? | -2% |
| COC(=O)c1ccc(NC(=O)c2cnc3scc(C)n3c2=O)cc1 | -2% | -7% | -2.2% | 4% |
| CS(=O)(=O)N(CC(=O)N1CCOCC1)Cc1ccc(Cl)cc1 | 11% | 2% | -0.9% | 10% |
| COc1ccc2c(C)nc(Nc3nc(C)cc(=O)[nH]3)nc2c1 | -1% | 3% | ? | -2% |
| Cn1c(=O)c2c(nc(SCCCC#N)n2Cc2ccccc2F)n(C)c1=O | -14% | 9% | 2.4% | 10% |
| CCOC(=O)N1CCN(C(=O)c2oc3ccc(S(=O)(=O)N4CC(C)CC(C)C4)cc3c2C)CC1 (configuration not stated) | -16% | 9% | 1.8% | 16% |
| COC(=O)C(C)C1Sc2ccccc2NC1=O (configuration not stated) | -16% | -3% | -2.7% | -3% |
| COc1ccccc1C(=O)NCCCn1cc(Br)c(C)n1 | -8% | -3% | -0.6% | 3% |

Compounds were not picked by outcome, and some 1.7% of all compounds hit somewhere here.
